TNF death inh = blocks TNF-alpha induced death of Jurkat FADD-/- cells. Jurkat FADD-/- TNF necroptosis rescue, ATP luminescence, 24 h; 0 = TNF only, 100 = no-TNF cells. activation (protection from cell death), % at 10 µM. 220,000 tested, 0.068% active;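 active = activation, meaning protection from cell death, of at least 50% relative to plate controls; inactive = activation below 50%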;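 also: necroptosis triggered by 40 ng/mL TNF-alpha added together with compound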
TRPN1 ag = agonists of zebrafish TRPN1 channel; HEK293 zebrafish TRPN1-YFP, Fluo-8 calcium fluorescence; 100% = response to 87 µM carbachol; activation, % at 3 µM; 220,000 tested, 0.18% active;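 active = activation above its plate's cutoff, the mean activation of test wells on that plate plus 3 SD, cut at about 19% in these data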;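 also: 0% = DMSO alone and 100% = 87 µM carbachol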
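System: zebrafish TRPN1-YFP in HEK293 cells / Dosing: 3 µM single point / Timing: dye loading 1 h at 37 °C, then 30 min room temperature / Signal: Fluo-8 calcium fluorescence, excitation 470-495 nm, emission 515-575 nm / Read-out basis: percent activation from peak over basal fluorescence ratio, control-normalized / Control set: high carbachol 87 µM, low DMSO alone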
TRPML3 agonist = agonists of human TRPML3 channel; HEK293 TRPML3-YFP, Fluo-8 calcium fluorescence; 100% = the carbachol control signal; activation, % at 3 µM; 220,000 tested, 0.29% active; AID 1448;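 active = activation above its plate's cutoff, the mean activation of the plate's test wells plus 3 SD, cut at about 12% in these data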;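 also: 0% = DMSO only wells and 100% = carbachol wells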
Target sequence (Q8TDD5 whole entry, looked up): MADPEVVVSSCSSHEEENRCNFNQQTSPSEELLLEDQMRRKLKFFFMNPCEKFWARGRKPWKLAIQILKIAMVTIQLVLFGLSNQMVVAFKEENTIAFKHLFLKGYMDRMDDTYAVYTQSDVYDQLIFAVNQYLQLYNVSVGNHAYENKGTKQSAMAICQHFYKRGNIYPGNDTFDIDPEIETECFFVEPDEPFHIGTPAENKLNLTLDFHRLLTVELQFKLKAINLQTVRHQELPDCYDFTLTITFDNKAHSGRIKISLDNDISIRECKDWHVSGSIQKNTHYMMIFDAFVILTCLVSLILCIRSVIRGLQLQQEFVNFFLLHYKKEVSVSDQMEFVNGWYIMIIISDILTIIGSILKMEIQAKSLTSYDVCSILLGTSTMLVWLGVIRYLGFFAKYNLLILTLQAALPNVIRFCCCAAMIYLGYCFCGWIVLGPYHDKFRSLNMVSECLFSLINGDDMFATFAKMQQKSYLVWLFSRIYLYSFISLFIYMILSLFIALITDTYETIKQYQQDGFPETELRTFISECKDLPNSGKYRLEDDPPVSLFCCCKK
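system = HEK293 cells stably carrying human TRPML3-YFP | doses = one concentration, 3 µM nominal, 0.3% DMSO | timing = dye loading 1 h 37 °C then 30 min ambient, 125 s read | detection = Fluo-8 calcium dye fluorescence, ex 470-495, em 515-575 nm | benchmarks = high control carbachol 87 µM, low control DMSO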
CHOP inhibitor = CHOP inhibition in unfolded protein response | CHO-K1 CHOP-promoter luciferase, tunicamycin-induced, 15-18 h | 220,000 tested, 3.8% active | inhibition, % at 10 µM;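 active = compounds that reduced the stress-induced luciferase reporter signal by more than about 70% of percent inhibition, limit read from the data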;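 also: 0% = tunicamycin plus vehicle and 100% = wells without tunicamycin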
Ba/F3 V617F tox = lowers viability of Ba/F3 cells expressing EpoR and JAK2V617F; ATP luminescence; inhibition, % at 5.6 µM; 220,000 tested, 1.1% active; AID 1446;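 active = inhibition above the campaign mean plus 3 SD over all tested compounds, cut at about 24% in these data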;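 also: cytokine-independent growth of Ba/F3 cells driven by EpoR plus mutant JAK2; 0% = DMSO-treated cells and 100% = JAK inhibitor I control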
PPC-1+TRAIL kill = PPC-1 cancer cell killing with TRAIL present; PPC-1 cells + TRAIL, ATPLite viability luminescence; cell killing (% activity), % at 4 µM; 220,000 tested, 0.41% active; AID 1443;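 active = cell killing above 50% in the first pass at 4 µM, then a duplicate retest at 5 µM averaging 50% or more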;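 also: plate controls were cells with TRAIL plus DMSO for no effect and medium-only wells lacking cells for full effect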
Wee1 stabilizer = blocks degradation of human Wee1 kinase; P30291; HeLa Luc-Wee1K328M stability, luciferase luminescence; 100% = proteasome inhibitor MG132 effect; reporter increase, % at 5 µM; 220,000 tested, 1.2% active;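 active = activation above the mean of all tested compounds plus 3 SD, set per screening run, cut at about 8.8% in these data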;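 also: cells exposed to compound for 20 h before luminescence read; 0% = DMSO alone and 100% = MG132 at 30 µM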
RBBP9 inhibitor = human RBBP9 hydrolase inhibition; recombinant RBBP9, FP-Rh probe fluorescence polarization; inhibition, % at 7.94 µM; 220,000 tested, 0.2% active; AID 1515;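 active = inhibition above the campaign mean of all tested compounds plus 3 SD, cut at about 14% in these data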;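 also: plate controls were DMSO wells with RBBP9 for no effect and wells lacking RBBP9 protein for full effect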
Target sequence (O75884 whole entry, looked up): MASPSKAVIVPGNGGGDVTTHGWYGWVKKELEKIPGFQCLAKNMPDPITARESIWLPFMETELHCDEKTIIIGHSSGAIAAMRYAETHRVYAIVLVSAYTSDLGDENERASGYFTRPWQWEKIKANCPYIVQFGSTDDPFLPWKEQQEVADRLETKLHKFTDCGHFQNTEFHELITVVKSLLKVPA
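Controls: DMSO-treated enzyme wells and wells lacking RBBP9 | Material: RBBP9 protein | Technique: Fluorescence polarization | Replication: Single well per compound, no replicates | Buffer or medium: Tris-NaCl-Pluronic buffer, pH 8.0 | Timing: 30 min compound preincubation, 45 min probe labeling, 25 °C | Read-out basis: Percent inhibition from mP, scaled between DMSO and no-protein wells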
BaF3 tox = parental Ba/F3 viability inhibition as JAK2V617F counter-screen; CellTiter-Glo ATP luminescence; inhibition, % at 5.6 µM; 220,000 tested, 1.1% active; AID 1486;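 active = inhibition above a per-campaign cutoff, the mean inhibition of all tested compounds plus 3 SD, cut at about 27% in these data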;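 also: 0% = DMSO wells and 100% = JAK Inhibitor I control wells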
The depositor's hits bear a star; · = not tested or not shown.

SMILES	TNF death inh	TRPN1 ag	TRPML3 agonist	CHOP inhibitor	Ba/F3 V617F tox	PPC-1+TRAIL kill	Wee1 stabilizer	RBBP9 inhibitor	BaF3 tox
Cc1cccc(N2C(S)=C(C#N)C(=O)NC2c2cccs2)c1 (configuration not stated)	0.2	-0.9	0.2	23	-1	-8	1	0	-4
COc1cc(/C=C/C(=O)OCC(=O)Nc2ccccc2Cl)cc(OC)c1OC	0.7	0.1	0.7	15	1	-4	4	3	2
CC1CCCCC1NC(=S)Nc1ccc(SC(F)F)cc1 (configuration not stated)	-6.1	7.5	3.3	-12	0	6	1	2	2
O=C(Nn1c(C2CCCCC2)nc2ccccc2c1=O)c1ccc([N+](=O)[O-])cc1	-0.2	2.2	0.5	13	4	25	5	-7	11
CCC(=O)c1c(NC(CC)CO)cc(C)oc1=O (configuration not stated)	0.1	1.5	0.7	12	-2	-8	-3	-6	1
O=C(CSc1nnnn1-c1ccc(F)cc1)Nc1ccc(N2CCOCC2)c(Cl)c1	0.0	0.1	0.8	59	-5	-1	-2	-5	0
Cn1c(CNC(=O)c2ccc(Cl)cc2)nnc1SCC(=O)Nc1sc2c(c1C#N)CCCC2	3.5	-1.8	0.1	91*	-3	-24	1	-7	1
COc1cccc(N(C(=O)CS(=O)CC(=O)Nc2ccc(F)cc2)C(C(=O)NC2CCCCC2)c2cccs2)c1 (configuration not stated)	2.4	-1.0	0.5	100*	0	30	-2	-8	9
CC(=O)c1cccc(NC(=O)N[C@@H](CC(C)C)C(=O)O)c1	0.2	0.6	0.2	1	-2	-6	-1	-6	7
NC(=O)c1ccccc1N=Cc1ccccn1	0.3	2.5	0.2	10	-1	6	1	0	8
COc1ccc(CCNC(=O)C(=O)NN=C2CCCCCCC2)cc1OC	1.6	0.9	0.4	7	-1	4	4	-7	-4
Cc1cc(C(=O)O)c2ccccc2n1	0.6	0.1	0.3	2	-5	3	6	8	1
CCn1cc(C(=O)OCC(=O)c2cc(C)n(-c3ccc(OC(F)F)cc3)c2C)c(=O)c2ccc(C)nc21	0.9	0.5	0.5	29	-1	6	-1	-6	4
CCOc1ccccc1NC(=O)C(OC(=O)c1ccc(CC)cc1)c1ccccc1 (configuration not stated)	1.2	-0.1	-0.2	33	0	14	-1	-1	2
O=C(CCNC(=O)c1ccc([N+](=O)[O-])cc1)Nc1ccc(N2CCOCC2)cc1N1CCOCC1	0.3	0.5	0.5	6	1	4	5	5	4
Cc1ccc(-c2nc3ccc(Cl)cc3n2OC(C)C(=O)O)cc1 (configuration not stated)	0.8	-1.9	-0.7	-42	9	21	-2	-14	13
O=C(O)CCSc1nnc(SCC(=O)NCC(F)(F)F)s1	1.2	1.9	0.6	22	0	2	-1	-1	0
Cc1ccnc(NC(=O)Nc2ccc(Br)cc2Cl)c1	0.2	-0.8	0.9	2	-4	18	9.5*	3	-2
CCc1nnc(NC(=O)c2ccc(-c3ccccc3Cl)o2)s1	0.9	-0.4	0.7	55	0	-10	-2	-2	2
NC(N)=NC1=NC(=O)C(Cc2ccccc2Cl)S1 (configuration not stated)	0.0	-1.0	0.6	10	-3	14	-3	-8	-1
COc1ccc2[nH]c(O)c(N=NC(=O)Cc3cccs3)c2c1	-5.8	0.1	-0.5	-24	-2	0	-3	9	-9
COc1ccc(Cl)cc1NC(=O)CSc1ncnc2c1oc1ccccc12	1.5	-0.9	1.2	20	5	21	-3	-6	0
CCOc1ccc(NC(=O)C2C(C(=O)O)C3(Cl)C(Cl)=C(Cl)C2(Cl)C3(Cl)Cl)cc1 (configuration not stated)	-0.6	-2.6	-0.8	-7	-6	17	0	3	3
O=[N+]1C2=C(CCCC2)N([O-])C12CCCC2	2.2	0.9	0.6	-22	3	-4	2	-5	-1
CC(=O)Nc1ccccc1NS(=O)(=O)c1ccccc1[N+](=O)[O-]	0.0	0.3	0.2	-3	-1	-14	-4	-3	5
O=C(CSc1nccc(=O)[nH]1)c1c[nH]c2ccccc12	0.5	0.0	-0.1	1	-5	13	-2	-10	-1
O=C(/C=C/c1ccc(Cl)cc1)N(c1ccccn1)C1CCCCC1	1.1	-1.9	8.2	70*	3	26	-1	-8	9
CN(C)S(=O)(=O)c1ccc(Cl)c(NC(=O)CSc2nc3c(cc2C#N)C(=O)CC(C)(C)C3)c1	1.3	-3.0	-0.3	21	-1	13	-3	0	0
O=c1[nH]c2c(s1)C(c1ccc(O)cc1)C1C3CCC(C3)C1S2 (configuration not stated)	1.0	0.9	0.0	22	-1	12	-2	-11	5
CCc1nn(-c2ccccc2)c(N)c1-c1ccc(OC)c(OC)c1	0.7	-1.1	0.3	17	-1	16	4	1	5
O=C(NCCCCc1ccccc1)C12CN(Cc3ccccc3)CC1C(c1cccc([N+](=O)[O-])c1)=NO2 (configuration not stated)	1.8	-0.4	-1.4	24	-4	16	-3	-3	2
CC(=O)n1cc(/C=N/NC(=O)c2sc(C)nc2C)c2ccccc21	-5.2	-0.1	0.6	-4	-2	28	4	-6	0
Cc1cccc(N(Cc2ccc(Cl)cc2)S(C)(=O)=O)c1	5.6	0.5	-0.2	7	0	7	2	-3	10
COc1ccc(/C=N/NC(=O)c2cccc(C(F)(F)F)c2)cc1	0.3	-0.8	0.1	-4	-2	21	1	-8	-2
N=C1/C(=C\c2ccc(-c3cccc(C(=O)O)c3)o2)C(=O)N=C2SC=C(c3ccccc3)N12	-1.9	3.7	-0.1	5	-1	9	6	-5	0
COc1ccc(OC)c(NC(=O)COC(=O)c2ccc(S(=O)(=O)N3CCOCC3)cc2)c1	0.8	0.2	1.4	21	-2	1	0	-3	6

Reformatted: entries from further up
Compound: O=C(CSc1nccc(=O)[nH]1)c1c[nH]c2ccccc12
  TNF death inh: 0.5; TRPN1 ag: 0.0; TRPML3 agonist: -0.1; CHOP inhibitor: 1; Ba/F3 V617F tox: -5; PPC-1+TRAIL kill: 13; Wee1 stabilizer: -2; RBBP9 inhibitor: -10; BaF3 tox: -1
Compound: O=C(/C=C/c1ccc(Cl)cc1)N(c1ccccn1)C1CCCCC1
  TNF death inh: 1.1; TRPN1 ag: -1.9; TRPML3 agonist: 8.2; CHOP inhibitor: 70*; Ba/F3 V617F tox: 3; PPC-1+TRAIL kill: 26; Wee1 stabilizer: -1; RBBP9 inhibitor: -8; BaF3 tox: 9

New compounds follow.
SMILES	TNF death inh	TRPN1 ag	TRPML3 agonist	CHOP inhibitor	Ba/F3 V617F tox	PPC-1+TRAIL kill	Wee1 stabilizer	RBBP9 inhibitor	BaF3 tox
CCCCC(CC)c1nnc(NC(=O)c2cccs2)s1 (configuration not stated)	1.3	-1.4	-0.1	27	1	12	2	-3	3
COC(=O)CSc1nc(C)c(C(C)=O)cc1C#N	0.2	0.5	0.5	14	1	29	1	-7	5
COc1ccc2[nH]c(=O)c(CN(C(=O)C3CCCO3)c3ccc(C)c(C)c3)cc2c1 (configuration not stated)	-1.1	2.1	0.8	-9	4	11	9.4*	-12	1
O=C(COC(=O)c1ccc(S(=O)(=O)Nc2ccccc2)cc1)NCCC1=CCCCC1	1.7	3.1	0.5	-1	0	-4	-2	-10	6
COc1ccccc1NS(=O)(=O)c1cc(NC(=O)c2cc[n+]([O-])cc2)ccc1N1CCCC1	-2.2	-1.3	0.5	0	3	18	2	-4	7
CCOC(=O)c1cnc2cc(C)nn2c1-c1ccccc1	-1.6	0.5	0.7	24	-1	-2	-2	-9	0
CCOC(=O)c1ccccc1NC(=S)N1CCN(C2CCCCC2)CC1	1.1	0.3	0.6	-3	1	11	0	3	6
COc1cc(OC)cc(-c2cc3nc(C)cc(N4CCN(C(=O)c5ccco5)CC4)n3n2)c1	-13	-0.9	-0.5	1	0	-18	2	-4	6
CC(C)(C)NC(=O)Cn1cc(C#N)c2cc(Br)ccc21	0.4	3.3	1.0	79*	5	42	-1	0	7
CC(=O)N1CCC(C(=O)c2ccc(Cl)cc2)CC1	-0.4	0.9	1.0	89*	-1	14	-1	-4	2
CC(Sc1nc(-c2ccco2)nc2c1c(=O)n(C)c(=O)n2C)C(=O)O (configuration not stated)	-0.8	-0.7	0.3	-6	-3	-15	2	-9	-1
CCn1cc([N+](=O)[O-])c(C(=O)N2CCOCC2)n1	0.6	1.1	0.5	-5	1	29	-1	-3	4

Of the compounds above, these have a CF3 group:
SMILES	TNF death inh	TRPN1 ag	TRPML3 agonist	CHOP inhibitor	Ba/F3 V617F tox	PPC-1+TRAIL kill	Wee1 stabilizer	RBBP9 inhibitor	BaF3 tox
O=C(O)CCSc1nnc(SCC(=O)NCC(F)(F)F)s1	1.2	1.9	0.6	22	0	2	-1	-1	0
COc1ccc(/C=N/NC(=O)c2cccc(C(F)(F)F)c2)cc1	0.3	-0.8	0.1	-4	-2	21	1	-8	-2

(list continues)
SMILES	TNF death inh	TRPN1 ag	TRPML3 agonist	CHOP inhibitor	Ba/F3 V617F tox	PPC-1+TRAIL kill	Wee1 stabilizer	RBBP9 inhibitor	BaF3 tox
COC(=O)C1CCN(C(=O)COC(=O)c2n[nH]c3ccccc23)CC1	-5.5	1.1	1.1	5	4	·	-2	-4	3
O=C(c1ccncc1)c1ccc(Br)cc1	-2.6	-0.9	-0.2	-3	-2	42	-2	-1	1
CC(C)C(NC(N)=O)C(=O)NC1CCCCC1 (configuration not stated)	-0.4	-0.5	1.4	5	2	19	0	2	5
CCOC(=O)NC(=O)/C(C#N)=N\Nc1cccc(Cl)c1	0.1	1.8	1.1	64	1	24	0	-2	3
COc1cccc(N2CCN(C3CC(=O)N(c4ccc(F)c(Cl)c4)C3=O)CC2)c1 (configuration not stated)	-1.1	-0.7	0.9	71*	0	28	1	-10	5
CNS(=O)(=O)c1ccc(C)cc1	19	0.3	0.2	11	3	7	-2	-7	6
COc1ccc(N(C(=O)Cc2cccs2)C2C=CS(=O)(=O)C2)cc1 (configuration not stated)	-0.8	0.6	0.6	-13	4	4	0	0	13

3 compounds out of the list, sorted by heavy-atom count, rising.
SMILES	TNF death inh	TRPN1 ag	TRPML3 agonist	CHOP inhibitor	Ba/F3 V617F tox	PPC-1+TRAIL kill	Wee1 stabilizer	RBBP9 inhibitor	BaF3 tox
CC(C)C(NC(N)=O)C(=O)NC1CCCCC1 (configuration not stated)	-0.4	-0.5	1.4	5	2	19	0	2	5
O=C(/C=C/c1ccc(Cl)cc1)N(c1ccccn1)C1CCCCC1	1.1	-1.9	8.2	70*	3	26	-1	-8	9
CCOc1ccccc1NC(=O)C(OC(=O)c1ccc(CC)cc1)c1ccccc1 (configuration not stated)	1.2	-0.1	-0.2	33	0	14	-1	-1	2
